From PubChem
MT1-MMP act inh – blocks activation of human MT1-MMP. GFP/RFP ratio change, % at 20 µM. 0.061% of 360,000 active. AID 651647. HT1080 RFP-PRO-GFP cells, GFP/RFP ratio fluorescence, overnight; percent of plate control window, DMSO zero;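 active = GFP/RFP ratio change of at least 30% with cell ATP level not reduced by more than half and red fluorescence within 50% of control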; also: strong numbers were not always called active
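Assay system: HT1080 RFP-PRO-GFP cells | Dosing: 20 µM single dose, 1% DMSO | Incubation: Cells overnight before dosing, compound overnight, 37 °C, 5% CO2 | Evaluation: GFP/RFP fluorescence ratio | Control set: DMSO-only wells and HT1080 RFP-L50D-GFP cell wells as references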
MsrA inhibitor – bovine MsrA inhibition | AID 651718 | 0.75% of 360,000 active | purified bovine MsrA, absorbance read-out | inhibition, % at 15.5 µM; in the data active = inhibition above about 4.5%;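 also: 0% = vehicle wells with enzyme and 100% = reference inhibitor wells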
CSN inh – CSN deneddylation inhibition | inhibition, % at 12.5 µM | Q92905 | 0.38% of 360,000 active | AID 651999 | Purified CSN, SCF-Nedd8-OG deneddylation, fluorescence polarization;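 active = pattern-corrected inhibition above about 35%, with an unprinted fluorescence ratio check between 0.5 and 1.5, limit read from the data, passing the limit was not always enough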;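 also: 0% = enzyme with substrate and 100% = substrate without enzyme; some results filed as inactive read as strong as hits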
Target sequence (Q92905 whole entry, looked up, one chain of several): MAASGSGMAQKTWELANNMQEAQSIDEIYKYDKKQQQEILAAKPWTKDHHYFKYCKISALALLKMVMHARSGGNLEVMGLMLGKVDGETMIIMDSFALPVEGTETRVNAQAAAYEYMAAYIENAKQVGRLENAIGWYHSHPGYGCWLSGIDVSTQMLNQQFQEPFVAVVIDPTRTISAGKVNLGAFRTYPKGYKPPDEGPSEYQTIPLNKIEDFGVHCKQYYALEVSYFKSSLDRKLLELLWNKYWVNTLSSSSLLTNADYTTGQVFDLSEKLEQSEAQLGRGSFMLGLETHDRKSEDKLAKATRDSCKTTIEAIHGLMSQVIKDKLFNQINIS
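Schedule: reaction 90 min, room temperature / Assay system: HEK293T-derived human Csn5 enzyme / Input: Csn5 at 0.24 nM final / Measure: inhibition of Csn5 cleavage, % / Control set: substrate-only high control, full reaction low control / Technique: fluorescence polarization of the substrate / Buffer or medium: Tris/NaCl/DTT buffer, pH 7.5 / Reagent: SCFSkp2-Nedd8OG substrate at 10 nM final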
* marks the source's active call; other numbers are inactive results. Some of the compounds tested, so the mix of outcomes need not match the whole.

Under each structure: MT1-MMP act inh	MsrA inhibitor	CSN inh
- COC(=O)[C@@]12C[C@@H](CC(=O)NCc3ccc(OC)c(OC)c3)C(=O)N(CCc3ccc(OC)c(OC)c3)C1=CCC(C)(C)C2
    4.3	0.1	-5.4
- Cc1cc(C)c2cc(C#N)c(NCCNC(=O)c3ccncc3)nc2c1
    7.8	1.0	-1.3
- CO[C@@H]1CN(C)C(=O)c2ccc(NC(C)=O)cc2OC[C@@H](C)N(C(=O)NC2CCCCC2)C[C@H]1C
    1.7	0.1	-1.0
- CCOC(=O)N1CCN(C(=O)C[C@@H]2C[C@@]3(C(=O)OC)CC(C)(C)CC=C3N(Cc3ccc4c(c3)OCO4)C2=O)CC1
    -0.4	-1.3	-4.2
- COC(=O)[C@@]12C[C@@H](CC(=O)NCc3cccs3)C(=O)N(Cc3cccc4ccccc34)C1=CCC(C)(C)C2
    -16.4	-1.2	-3.1
- COC(=O)[C@@]12C[C@@H](CC(=O)N3CCN(C(=O)C4CC4)CC3)C(=O)N(Cc3ccco3)C1=CCC(C)(C)C2
    -3.3	-1.4	-2.2
- O=C(C(=O)N1CCN(c2ccccc2)CC1)c1ccccc1
    -1.4	0.5	0.7
- CCOC(=O)C1=CCN(S(=O)(=O)c2ccccc2C)C1c1cccc(Cl)c1 (stereo unspecified)
    1.0	-1.1	-1.2
- Cc1ccc(S(=O)(=O)N[C@H](CNCc2ccccc2)C(C)C)cc1
    0.1	-0.3	2.8
- CO[C@H]1CN(C)C(=O)c2ccc(NS(=O)(=O)c3ccccc3F)cc2OC[C@H](C)NC[C@@H]1C
    -5.4	2.6	0.7
- COc1ccc(C(C(=O)Nc2ccc3c(c2)OCCO3)n2c(=O)c(-c3cc4ccccc4[nH]3)nc3ccccc32)cc1 (stereo unspecified)
    -5.8	1.3	3.6
- COC(=O)[C@]12CCCCC=C1N(CCc1ccc(OC)c(OC)c1)C(=O)[C@H](CC(=O)N1CCOCC1)C2
    -4.6	3.3	3.6
- O=C(NC1CCCC1)C(C1CC1)n1c(C2CCCC2)nc2ccccc21 (stereo unspecified)
    0.0	-1.0	3.9
- O=C(C[C@@H]1CC[C@H](NC(=O)Nc2ccc(F)cc2)[C@@H](CO)O1)NCc1cccc(F)c1
    2.9	0.2	-6.4
- O=C(NC1CCCC1)c1nc(-c2c(F)cccc2F)oc1-c1ccccc1
    -3.5	0.0	-0.7
- CC1(c2nnnn2C2CCCCC2)CCC(=O)N1Cc1ccc2c(c1)OCO2 (stereo unspecified)
    0.9	-0.7	2.9
- O=C(Nc1ccc2ccccc2c1)C(C1CC1)n1c(=O)c(-c2cc3ccccc3[nH]2)nc2ccccc21 (stereo unspecified)
    -2.6	-0.3	3.4
- CC(C)(C)NC(=O)C(c1ccc(C#N)cc1)n1c(=O)c(-c2ccco2)nc2ccccc21 (stereo unspecified)
    -6.6	0.8	11.7
- CCCCNC(=O)c1nc(C2CCN(S(=O)(=O)c3ccc(C(F)(F)F)cc3)CC2)oc1-c1ccccc1
    -0.5	-0.2	-1.0
- Cc1ccc(CN2C(=O)CSCC2(C)C(=O)NC(C)C)cc1 (stereo unspecified)
    -1.0	-0.5	-1.5
- COC(=O)C[C@@H]1C=C[C@H](NC(=O)c2cnccn2)[C@@H](CO)O1
    2.6	-0.8	-5.6
- COC(=O)[C@]12CCCCC=C1N(CCc1ccc(OC)c(OC)c1)C(=O)[C@H](CC(=O)N1CCSCC1)C2
    2.6	0.4	1.2
- CCCNC(=O)N1C[C@H](O)COC[C@H]2O[C@@H](CC(=O)N[C@@H]3CCN(Cc4ccccc4)C3)CC[C@@H]21
    -0.2	1.4	-3.5
- COC(=O)C1=CN(c2cccc(OCc3ccccc3)c2)C(N)=C(C#N)C1c1ccccc1 (stereo unspecified)
    -2.0	1.5	1.9
- COC(=O)C1=CN(c2ccc(Oc3ccccc3)cc2)C(N)=C(C#N)C1c1ccc(-c2ccccc2)cc1 (stereo unspecified)
    2.4	1.0	3.8
- COc1ccc(C2=Nc3ccccc3N(C(=O)c3ccc(C(F)(F)F)cc3)C2C(=O)NCc2ccccc2)cc1 (stereo unspecified)
    -14.3	2.1	-1.7
- CCCCCCCCN1C(=O)[C@H](CC(=O)NCc2ccc(C)o2)C[C@@]2(C(=O)OCC)CCC=C12
    -2.8	0.8	6.3
- CSCCC(C(=O)Nc1c(C)cccc1C)n1c(-c2ccc(C(F)(F)F)cc2)nc2ccccc21 (stereo unspecified)
    5.3	1.4	1.0
- COC(=O)C[C@@H]1C=C[C@@H](NS(=O)(=O)c2ccccc2OC)[C@@H](CO)O1
    -2.4	0.1	0.2
- COc1ccc(C2=Nc3ccccc3N(C(=O)Cc3cc(OC)cc(OC)c3)C2C(=O)NC(C)(C)C)cc1 (stereo unspecified)
    -3.2	3.0	1.6

Full records, looked up by structure. Order of values: MT1-MMP act inh, MsrA inhibitor, CSN inh
COC(=O)[C@]12CCCCC=C1N(CCc1ccc(OC)c(OC)c1)C(=O)[C@H](CC(=O)N1CCSCC1)C2 across the screens: 2.6, 0.4, 1.2
COC(=O)C[C@@H]1C=C[C@@H](NS(=O)(=O)c2ccccc2OC)[C@@H](CO)O1 across the screens: -2.4, 0.1, 0.2
COC(=O)C1=CN(c2ccc(Oc3ccccc3)cc2)C(N)=C(C#N)C1c1ccc(-c2ccccc2)cc1 (stereo unspecified) across the screens: 2.4, 1.0, 3.8
CCCNC(=O)N1C[C@H](O)COC[C@H]2O[C@@H](CC(=O)N[C@@H]3CCN(Cc4ccccc4)C3)CC[C@@H]21 across the screens: -0.2, 1.4, -3.5

(more compounds)
Under each structure: MT1-MMP act inh	MsrA inhibitor	CSN inh
- CCCCNC(=O)C(NC(=O)c1ccc(C(F)(F)F)cc1)C(=O)c1ccccc1 (stereo unspecified)
    -0.2	-0.9	-2.3
- CCOC(=O)[C@]12CCCC=C1N(Cc1ccccc1)C(=O)[C@H](CC(=O)NCc1ccccc1)C2
    3.7	0.6	-3.6
- Cc1cccc(C)c1NC(=O)C1C(c2ccc3c(c2)OCO3)=Nc2ccccc2N1C(=O)c1cccc2ccccc12 (stereo unspecified)
    -13.3	2.6	8.0
- CN1CCN(C(=O)C[C@H]2CC[C@H]3[C@@H](COC[C@@H](O)CN3C(=O)C3CCCC3)O2)CC1
    4.4	1.4	-0.4
- CC(C)(C)NC(=O)C(C1CC1)n1c(=O)c(-c2cc3ccccc3[nH]2)nc2ccccc21 (stereo unspecified)
    -5.6	0.0	-0.9
- CSCCC(C(=O)NC1CCCC1)n1c(-c2ccncc2)nc2ccccc21 (stereo unspecified)
    2.7	-0.3	-2.0
- COC(=O)[C@@]12C[C@@H](CC(=O)NCc3ccccc3)C(=O)N(Cc3ccc4c(c3)OCO4)C1=CCC(C)(C)C2
    -3.5	-1.0	5.3
- CC1(C(=O)Nc2ccc3c(c2)OCCO3)CSCC(=O)N1CC(F)(F)F (stereo unspecified)
    5.1	0.0	-1.8
- COC(=O)C[C@@H]1CC[C@@H](NC(=O)Nc2cc(F)ccc2F)[C@@H](CO)O1
    5.0	1.5	3.5
- COC(=O)[C@@]12C[C@@H](CC(=O)NCC3CCCCC3)C(=O)N(CCc3ccc(OC)c(OC)c3)C1=CCC(C)(C)C2
    -7.9	1.9	-0.7
- O=C(NCc1ccccc1)C(c1ccccc1F)n1c(=O)c(-c2cc3ccccc3[nH]2)nc2ccccc21 (stereo unspecified)
    -2.9	0.5	1.0
- CC(C)[C@H](NC(=O)OC(C)(C)C)c1cc(C(=O)NC2CC2)c(N)s1
    8.8	0.1	2.1
- CC1(C(=O)Nc2ccc3c(c2)OCCO3)CN(S(C)(=O)=O)CC(=O)N1CCCN1CCOCC1 (stereo unspecified)
    -1.2	-0.7	0.4
- CC(C)(C)NC(=O)C(c1ccnc2ccccc12)n1c(=O)c(-c2ccco2)nc2ccccc21 (stereo unspecified)
    -10.3	0.0	7.7
- CC(C)CN1C(=O)CN(S(C)(=O)=O)CC1(C)C(=O)NC(C)C (stereo unspecified)
    2.8	-0.7	-0.7
- C#CCNC(=O)C[C@@H]1C[C@@]2(C(=O)OC)CC(C)(C)CC=C2N(Cc2ccco2)C1=O
    3.6	-1.1	-4.6
- CC(C(=O)NC(C)(C)C)n1c(-c2ccc3c(c2)OCO3)nc2ccccc21 (stereo unspecified)
    6.8	1.2	-5.4
- COC(=O)[C@@]12C[C@@H](CC(=O)NCc3cccc4ccccc34)C(=O)N(Cc3ccccc3)C1=CCC(C)(C)C2
    -9.7	-0.7	4.7
- O=C(NCc1ccccc1)C(c1cc2ccccc2o1)n1c(=O)c(-c2ccccc2)nc2ccccc21 (stereo unspecified)
    -11.2	1.3	-3.5
- Cc1cccc(C)c1NC(=O)C1(C)CSCC(=O)N1CCc1ccccc1F (stereo unspecified)
    3.9	0.0	4.4
- COC(=O)[C@@]12C[C@@H](CC(=O)N3CCSCC3)C(=O)N(CCc3ccc(OC)c(OC)c3)C1=CCC(C)(C)C2
    1.7	-0.8	1.1
- COc1cccc(Cn2c(C(C)n3c(C)nc4ccccc43)nc3ccccc32)c1 (stereo unspecified)
    1.1	-0.7	-3.8
- Nc1sccc1C(=O)NCc1ccccc1
    1.7	0.4	1.9
- C=CCC(NC(=O)N(C)C)(C(C)=O)C(=O)OC (stereo unspecified)
    3.7	-0.3	-7.2
- CO[C@H]1CN(C)C(=O)c2ccc(NC(=O)C3CCC3)cc2OC[C@H](C)N(Cc2ccccn2)C[C@@H]1C
    -1.0	0.1	-0.9
- CCC(=O)N[C@H]1C=C[C@H](CC(=O)OC)O[C@@H]1CO
    -3.6	-0.8	2.4
- Cc1cccc(-c2ccc([N+](=O)[O-])cc2CN2CCN(c3ncc(Cc4ccccc4)cn3)CC2)c1
    2.3	0.7	-1.4
- CCOC(=O)[C@]12CCCC=C1N(Cc1ccccc1)C(=O)[C@H](CC(=O)N1CCCCCC1)C2
    -2.7	0.3	5.2
- COC(=O)[C@]12CCCCC=C1N(Cc1ccc3c(c1)OCO3)C(=O)[C@H](CC(=O)NCCCN1CCCC1=O)C2
    -1.7	-1.6	-3.9
- COc1ccc(S(=O)(=O)N2C[C@@H](O)COC[C@@H]3O[C@H](CC(=O)NCCCN4CCOCC4)CC[C@H]32)cc1
    -0.8	-0.2	-4.5
- COc1ccc(NC(=O)C(C2CC2)n2c(=O)c(-c3ccccc3)nc3ccccc32)cc1 (stereo unspecified)
    -4.4	1.4	4.7
- CC(=O)N1CCC(C(=O)N2c3ccccc3N=C(c3ccc4c(c3)OCO4)C2C(=O)Nc2c(C)cccc2C)CC1 (stereo unspecified)
    -1.9	2.7	3.4
- CC(=O)N1CCN(C(C(=O)Nc2c(C)cccc2C)c2ccccc2OC(F)(F)F)CC1 (stereo unspecified)
    -3.5	-0.8	0.5
- Cc1cc2c(cc1C)-n1nnnc1C(N(Cc1ccccc1)Cc1ccccc1)C(=O)N2 (stereo unspecified)
    -8.8	-0.9	0.8
- CC(C)CN1C(=O)CSCC1(C)C(=O)Nc1ccc2c(c1)OCCO2 (stereo unspecified)
    -0.4	0.3	2.4
- Cc1ccc(C)c(N2CCN(C3C(=O)Nc4ccccc4-n4nnnc43)CC2)c1 (stereo unspecified)
    -9.7	0.4	2.4
- O=C(Nc1ccc2c(c1)OCCO2)C(c1ccccc1)n1c(=O)c(-c2ccco2)nc2ccccc21 (stereo unspecified)
    -6.2	2.1	20.2
- CC1(C(=O)Nc2ccc3c(c2)OCCO3)CN(S(C)(=O)=O)CC(=O)N1Cc1cccs1 (stereo unspecified)
    2.7	-0.2	-3.0
- CCOC(=O)C1C(C)C(C(C)(C)C)N(S(=O)(=O)c2ccc(C)cc2)C1c1ccccc1 (stereo unspecified)
    -10.4	0.4	-3.8
- CC1(C(=O)Nc2ccc3c(c2)OCCO3)CN(S(C)(=O)=O)CC(=O)N1CC(F)(F)F (stereo unspecified)
    8.7	-0.6	-1.4
- Cc1cccc(N2CCN(C(C(=O)NCc3ccccc3)c3ccc(C(F)(F)F)cc3)CC2)c1C (stereo unspecified)
    -10.3	2.8	3.9
- Cc1cccc(C)c1NC(=O)C(C1CC1)n1c(=O)c(-c2ccccc2)nc2ccccc21 (stereo unspecified)
    -2.8	1.4	-6.3
- CC1(c2nnnn2C2CCCC2)CCC(=O)N1c1ccc2c(c1)OCCO2 (stereo unspecified)
    -0.9	0.6	1.6
- COC(=O)[C@@]12C[C@@H](CC(=O)NCCC(C)C)C(=O)N(CCc3ccc(OC)c(OC)c3)C1=CCC(C)(C)C2
    -6.1	1.1	-3.2
- CC(C)(C)NC(=O)C(c1ccncc1)n1c(=O)c(-c2cc3ccccc3[nH]2)nc2ccccc21 (stereo unspecified)
    -10.2	1.2	3.7
- CC1(C(=O)NCc2ccccc2)CSCC(=O)N1CCCN1CCOCC1 (stereo unspecified)
    6.9	0.3	-2.9
- O=C(NC1CCCCC1)C(c1ccnc2ccccc12)n1c(=O)c(-c2cc3ccccc3[nH]2)nc2ccccc21 (stereo unspecified)
    -9.8	0.4	0.7
- C=CCOC(=O)Nc1nc(CCNC(=O)OC(C)(C)C)c(C(=O)OC)s1
    0.0	0.5	1.0
- CO[C@@H]1CN(C)C(=O)c2cc(NC(=O)Nc3cc(F)ccc3F)ccc2OC[C@H](C)NC[C@@H]1C
    3.0	0.2	-4.4
